TbPYK inhibitor: blocks Trypanosoma brucei pyruvate kinase; Q57TT1; Potency, µM (doses to about 76.8 µM), for inactives: at the top dose activity, negative = inhibition, actives largely listed as inhibitors; 410,000 tested, 0.12% active; TbPYK enzyme, Kinase-Glo Plus ATP luminescence, 45 min; further: nearly all actives have a fitted effect of over 50% in size
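Glycolytic pyruvate kinase of T. brucei was incubated with substrate, test compound and 130 uM ADP for 45 minutes at room temperature. Luminescent Kinase-Glo Plus signal was measured after 10 minutes.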
LmPK inh: blocks Leishmania mexicana pyruvate kinase activity | Potency, µM (doses to about 57.5 µM), for the others: at the highest dose activity change, negative = inhibition, usual class: inhibitors | purified LmPK, Kinase-Glo ATP luminescence, 1 h | 290,000 tested, 0.37% active | AID 1721 | Q27686
Target sequence (Q27686 whole entry, looked up): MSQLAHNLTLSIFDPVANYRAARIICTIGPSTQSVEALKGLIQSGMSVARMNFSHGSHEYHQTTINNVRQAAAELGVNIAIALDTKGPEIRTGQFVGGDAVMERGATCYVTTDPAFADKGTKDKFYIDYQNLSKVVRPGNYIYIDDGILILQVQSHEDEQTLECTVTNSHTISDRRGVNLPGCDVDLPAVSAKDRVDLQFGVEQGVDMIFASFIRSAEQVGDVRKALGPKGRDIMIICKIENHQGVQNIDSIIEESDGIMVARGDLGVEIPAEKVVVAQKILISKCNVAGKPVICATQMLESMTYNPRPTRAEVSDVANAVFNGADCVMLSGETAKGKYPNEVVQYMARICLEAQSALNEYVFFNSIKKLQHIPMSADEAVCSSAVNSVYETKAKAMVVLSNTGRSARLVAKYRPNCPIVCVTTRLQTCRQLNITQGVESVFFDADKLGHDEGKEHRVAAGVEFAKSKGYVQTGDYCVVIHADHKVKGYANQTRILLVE
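Pyruvate kinase activity monitored as ATP production (luciferase luminescence). Conditions: 0.1 nM enzyme, 0.5 mM PEP, 0.1 mM ADP, 1 h, RT; normalized against uninhibited and no-enzyme wells.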
HCV inhibitor: HCV inhibition; 340,000 tested, 3.4% active; Potency, µM (series often up to 41.8 µM), for inactives: at the highest dose activity change, negative = inhibition, actives largely listed as inhibitors; Huh7.5.1 HCVcc-Cre infection, luciferase reporter, 44 h; AID 651820
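Infectious HCVcc-Cre (~0.5 moi) was added to cells just after compound, with cells seeded 4 h earlier at 1,000 per well. Luciferase activity after 44 h culture reported infection; substrate was incubated 15 min at room temperature before reading.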
Pf growth 48h: P. falciparum growth inhibition at 48 hours (one generation) | P. falciparum luciferase growth in erythrocytes, 48 h | Potency, µM (doses to about 28.7 µM), inactives show at the highest dose activity change, negative = inhibition, usual class: inhibitors | 310,000 tested, 5.9% active | AID 504832
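Luminescence readout; reporter = integrated firefly luciferase in P. falciparum. RBC culture at 2% hematocrit, 0.1% parasitemia final, 37 C/5% CO2; decreased signal taken as growth inhibition.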
Pf growth 96h: P. falciparum growth inhibition at 96 hour, primary screen for plastid delayed-death inhibitors | 320,000 tested, 6.9% active | Potency, µM (series often up to 28.7 µM), for inactives: at the top dose activity change, negative = inhibition, most hits filed as inhibitors | P. falciparum luciferase reporter growth, 96 h | AID 504834
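Two-generation exposure (96 h) targets delayed-death phenotype. Reporter parasites carrying integrated firefly luciferase, in red cells at 2% hematocrit and 0.05% parasitemia final, kept at 37 C, 5% CO2; luminescence loss indicates inhibition.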
Sm TGR inh: inhibitors of Schistosoma mansoni thioredoxin glutathione reductase; Q962Y6; purified TGR, DTNB reduction, TNB absorbance 405 nm; Potency, µM (top dose mostly 114 µM), inactives show top-dose activity change, negative = inhibition, usual class: inhibitors; 360,000 tested, 3% active; further: nearly all actives have a fitted effect of over 60% in size
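Kinetic colorimetric format: TGR-catalysed, NADPH-driven DTNB reduction monitored via TNB absorbance. Enzyme dispensed at 20 nM; compound exposure 15 min at room temperature before reaction start.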
Starred values were filed as active, the others as inactive; ? = inconclusive; · = no result given; & = joins results of further samples; [ ] = another dose, or the depositor's remark. The call rests on the fitted dose curve; in most records, active means well fitted curve in the direction sought with a large enough effect; inconclusive means small, poorly fitted or top-dose-only effect, or another doubt; inactive means no such curve, though single readings can be large; an effect the other way counts as inactive or inconclusive. On the % scale 0 is the no-effect control and ±100 the full control effect; potency means the concentration at half of the fitted maximal effect.

SMILES	TbPYK inhibitor	LmPK inh	HCV inhibitor	Pf growth 48h	Pf growth 96h	Sm TGR inh
CCN(CC)C(=O)C1CCCN(C(=O)c2oc3ccc(C)cc3c2C)C1 (stereo unspecified)	-4%	-2%	23%	18%	29%	-2%
COC(=O)C1=C(c2ccc(OC(F)(F)F)cc2)C[C@@H]2CC[C@H]1N2C(=O)N1CCOCC1	0%	·	?	?	-19%	-13%
COC(=O)Cc1c(O)ccn(Cc2cccc3ccccc23)c1=O	-1%	0%	16%	-9%	?	-20%
Cn1ncc(Cl)c(Oc2ccccc2)c1=O	1%	-2%	15%	6%	239%[activator]	-22%
CC(C(=O)N1CC2(C)CC1CC(C)(C)C2)N1C(=O)c2ccccc2C1=O (stereo unspecified)	0%	-1%	7%	-5%	70%[activator]	-2%
CN(C)c1ccnc(NCc2ccccc2)c1C#N	3%	-3%	12%	9%	·	7%
CCCc1ncc(C(=O)c2ccc(OC)cc2)n1C	-7%	-2%	-6%	44%[activator]	-4%	6%
CC(C)CN(C(=O)c1ccco1)C1CCS(=O)(=O)C1 (stereo unspecified)	0%	·	3%	2%	-10%	-1%
CCOC(=O)c1c(NC(=O)Cn2nc(C(F)F)cc2C(F)F)sc(C)c1C	2%	9%	?	·	?	-4%
CCCc1c(NC(=O)Nc2ccc(F)cc2)cnn1-c1ccccc1	-2%	1%	-19%	?	?	11%
COc1cccc(CN(C)C(=O)C2CCC(=O)N(Cc3cccc(F)c3)C2)c1 (stereo unspecified)	2%	-9%	20%	-9%	?	0%
COC(=O)C1=C(c2ccc3ccccc3c2)C[C@@H]2CC[C@H]1N2C(=O)NCc1ccco1	-9%	·	17%	?	?	-29%
CC(C)NC(=O)CSc1nnc(-c2ccc(F)cc2)c2ccccc12	-2%	3%	-26%	?	3%	-5%
Cc1cn(CCOc2ccc(Cl)cc2)c(=O)[nH]c1=O	3%	0%	0%	-5%	7%	13%
Cc1cccc(NC(=O)c2cccc(NS(=O)(=O)c3ccc(Cl)cc3)c2)c1	0%	3%	3%	15%	·	-2%
COc1ccc(COC(=O)C2CCN(S(=O)(=O)c3ccc(F)cc3)CC2)cc1	3%	·	10%	-22%	1%	-5%
COc1ccccc1CNC(=O)CSc1ccc(Br)cc1	4%	0%	-7%	-6%	-13%	4%
CC(NC(=O)C(c1ccccc1)c1ccccc1)C(=O)O (stereo unspecified)	-5%	-1%	8%	20%	40%[activator]	6%
COc1cc(OC)c(-c2nc3cnccc3n2C)cc1OC	-6%	2%	-13%	1%	-13%	-2%
CCN1C(=S)N[C@@H](c2cccs2)C(C(=O)OC)=C1C	-4%	-4%&0%	-8%	?	36%&25%[activator]	-29%&0%

Shown with values under each structure: seven of the compounds above
Values run as follows: TbPYK inhibitor | LmPK inh | HCV inhibitor | Pf growth 48h | Pf growth 96h | Sm TGR inh
Cc1cn(CCOc2ccc(Cl)cc2)c(=O)[nH]c1=O
→ 3% | 0% | 0% | -5% | 7% | 13%
Cc1cccc(NC(=O)c2cccc(NS(=O)(=O)c3ccc(Cl)cc3)c2)c1
→ 0% | 3% | 3% | 15% | · | -2%
COc1ccc(COC(=O)C2CCN(S(=O)(=O)c3ccc(F)cc3)CC2)cc1
→ 3% | · | 10% | -22% | 1% | -5%
COc1ccccc1CNC(=O)CSc1ccc(Br)cc1
→ 4% | 0% | -7% | -6% | -13% | 4%
CC(NC(=O)C(c1ccccc1)c1ccccc1)C(=O)O (stereo unspecified)
→ -5% | -1% | 8% | 20% | 40%[activator] | 6%
COc1cc(OC)c(-c2nc3cnccc3n2C)cc1OC
→ -6% | 2% | -13% | 1% | -13% | -2%
CCN1C(=S)N[C@@H](c2cccs2)C(C(=O)OC)=C1C
→ -4% | -4%&0% | -8% | ? | 36%&25%[activator] | -29%&0%

New compounds follow:
SMILES	TbPYK inhibitor	LmPK inh	HCV inhibitor	Pf growth 48h	Pf growth 96h	Sm TGR inh
OC(CNCc1ccco1)Cn1c2ccccc2c2ccccc21 (stereo unspecified)	7%	1%	?	2.3µM*	5%	-7%
Cc1ccc(S(=O)(=O)Nc2nc3ccccc3nc2NCC2CCCO2)cc1 (stereo unspecified)	-1%	5%	27%	6%	14%	-19%
CC(=O)OCc1c(-c2ccccc2)c2cc([N+](=O)[O-])ccc2n1C	-9%	-1%	13µM*	6%	-17%	6%
CCOc1cc(CNCc2ccc3c(c2)OCO3)ccc1OC	0%	-6%	-25%	31%	-24%	-1%
CCN(CC)CCCNC(=O)CN1C(=O)CSc2ccc(S(=O)(=O)N3CCOCC3)cc21	2%	3%	22%	-19%	?	-7%
COC(CNC(=O)c1cc(Sc2nnc(C)s2)nc2ccccc12)OC	2%	1%	-9%	-15%	?	2%
CC1(c2ccc(OC(F)F)cc2)NC(=O)N(CC(=O)Nc2cccnc2Cl)C1=O (stereo unspecified)	2%	·	-4%	-8%	?	-1%
NC(=O)C1(N2CCCCC2)CCN(C2CC(=O)NC2=O)CC1 (stereo unspecified)	-2%	-8%	9%	16%	?	-29%
CCN1C(c2ccc(F)cc2)=CS/C1=C(\C#N)c1nnc2n1-c1ccccc1SC2	-3%	16%	-21%	·	-72%	4%[11.4 µM]
COC(=O)C(C)NC(=S)N1CC2C[C@@H](C1)Cn1c2cccc1=O (stereo partly specified)	4%	-2%	11%	-1%	0%	-10%
CC1CCN(Cc2nc(Cl)c3c4c(sc3n2)CCC4)CC1	5%	4%	-2%	-2%	3%	16µM*
NCCCCCc1cn([C@@H](CCC(=O)O)C(=O)NCCCCCCCCCCC(=O)N2CCNCC2)nn1	1%	·	16%	18%	3%	-13%
CCCCOC(=O)c1ccc(NC(=O)c2nn(C)cc2Br)cc1	1%	-4%	?	?	?	4%
COc1ccccc1Nc1nc(N)nc(-c2cc3ccccc3o2)n1	-5%	3%	?	38%[activator]	32%[activator]	-3%
COc1ccc(Cl)cc1NC(=O)CN1C(=O)CCS(=O)(=O)c2ccccc21	1%	-5%	0%&1%	2%	-12%	50µM*
CCCOc1ccccc1C1SCC(=O)Nc2c1c(=O)[nH]n2C(C)CCC (stereo unspecified)	-4%	3%	-19%	1%	2%	-1%
CNc1nc2c(Cl)cc(Cl)cc2s1	3%	4%	?	0%	39%[activator]	1%
COCCOC1CCN(C(=O)C2CCC(=O)N(Cc3cccc(F)c3)C2)CC1 (stereo unspecified)	3%	0%	14%	14%	36%[activator]	-6%
Cc1cc(C(=O)OCC(=O)NC2CCCCC2)c(C)o1	2%	5%	15%	·	1%	-17%
COc1ccc(/C=C2\SC(=S)N(CC(=O)Nc3nnc(C)s3)C2=O)cc1	-6%	0%	3%[8.37 µM]	-1%	-34%	-10%

Filtered by structure: the compounds so far with a COOH group
SMILES	TbPYK inhibitor	LmPK inh	HCV inhibitor	Pf growth 48h	Pf growth 96h	Sm TGR inh
CC(NC(=O)C(c1ccccc1)c1ccccc1)C(=O)O (stereo unspecified)	-5%	-1%	8%	20%	40%[activator]	6%
NCCCCCc1cn([C@@H](CCC(=O)O)C(=O)NCCCCCCCCCCC(=O)N2CCNCC2)nn1	1%	·	16%	18%	3%	-13%

Going on with the list.
SMILES	TbPYK inhibitor	LmPK inh	HCV inhibitor	Pf growth 48h	Pf growth 96h	Sm TGR inh
Cc1n[nH]c(=S)n1-c1ccccc1	?	3%	13%	?	?	17%
CCOC(=O)C1(Cc2cccc(Cl)c2)CCCN(C(=O)CN2C(=O)CSC2=O)C1 (stereo unspecified)	1%	-1%	1%	6%	25%	2%
COCCNC(=O)[C@@H]1CSC2c3ccccc3C(=O)N21 (stereo partly specified)	1%	0%	12%	13%	18%	-10%
O=C(Cn1ncn2nc(-c3ccccc3)cc2c1=O)NCc1ccccn1	2%	-8%	20%	43%[activator]	-17%	-6%
COc1ccccc1CNC(=O)c1nn(-c2ccc(C)cc2)c(=O)c2c1c1ccccc1n2C	2%&0%	6%	-25%	14%	?	6%&-1%
OCCC1CN(Cc2ccc(Oc3ncccn3)cc2)CCN1Cc1ccc(F)c(F)c1 (stereo unspecified)	2%	0%	-3%	4%	8%	-25%
CCN(CC(=O)Nc1c(F)cccc1F)C(=O)c1cccnc1Sc1ccccc1	5%	·	?	21%	39%[activator]	0%
COc1ccc(NC(=O)CN(C)C(=O)c2cccc(Oc3ccccc3)c2)cc1	-12%	·	?	?	?	-13%
O=C(N/C(=C\c1cccc([N+](=O)[O-])c1)C(=O)N1CCCCC1)c1cccs1	-7%	-4%	?	?	-8%	?
CCCCCCCCOc1ccc(C2CC(=O)NC2=O)cc1 (stereo unspecified)	-1%	-1%	25%	40%[activator]	-4%	100µM*
COc1ccc(CNc2nc(-c3cccnc3)nn2C(=O)c2ccco2)cc1	1%	2%	2%	6%	246%[activator]	-1%
O=C(CSCc1c(Cl)cccc1Cl)Nc1ccccc1-c1ccccc1	22%	1%	?	?	?	-18%
O=C(CN1CCN(c2ccccc2)CC1)Nc1ccccc1C(F)(F)F	-5%	-3%	3%	-16%	·	-10%
COc1ccc(NC(=O)c2[nH]ncc2[N+](=O)[O-])cc1	0%	-7%	4%	204%[activator]	-6%	3%
Cc1cc(NC(=O)COC(=O)C2CCN(S(=O)(=O)c3ccccc3)CC2)c([N+](=O)[O-])cc1C	-4%	-5%	-17%	9%	20%	-3%
O=C(c1ccco1)N1CCN(C(=O)C2CCN(S(=O)(=O)c3cccs3)CC2)CC1	-11%	3%	3%	3%	?	-24%
CN(C)S(=O)(=O)c1cc(NC(=O)CNCc2ccc(F)cc2)ccc1Cl	17%	-4%	?	-28%	-23%	16%
O=S1(=O)CCO[C@H]2Cc3ccccc3[C@H]2N1Cc1cccc(Cl)c1	-3%	-8%	16%	26%	?	10%
CC1=Cc2ccccc2C(C#N)N1C(=O)c1ccccc1 (stereo unspecified)	-3%	4%	3%	-3%	4%	-2%
N/C(=N\[N+](=O)[O-])N1CCN(C(=O)OC2CCCC2)CC1	1%	-13%	13%	35%[activator]	?	12%
Cc1c(C(=O)NCc2cccnc2)oc2ccc(S(=O)(=O)N3CC(C)CC(C)C3)cc12 (stereo unspecified)	-6%	3%	13%	?	61%[activator]	0%
CCC(C)/C(C)=N/NC(=O)c1ccccc1OCCOc1ccccc1 (stereo unspecified)	-4%	3%	-4%	-20%	0%	-4%
O=C(c1cn(-c2ccccc2)nc1-c1ccccc1)N1CCOCC1	2%	-5%	-5%	·	18%	6%[11.4 µM]
COc1ccc(C(=O)Nc2ccc(NC(=O)c3cccc(OC)c3)cn2)cc1	-5%	1%	?	?	-7%	7%
CC(Oc1ccc(C#N)cc1)C(=O)c1ccc(F)c(F)c1 (stereo unspecified)	-1%	2%	7%	?	?	-4%
COc1ccc(C(CC(=O)O)n2cnnn2)cc1 (stereo unspecified)	-3%	1%	2%	-7%	-67%[5.75 µM]	0%
Cc1ccc(C(=O)Nc2nc(-c3ccccn3)cs2)cc1S(=O)(=O)N1CCOCC1	?	·	5.6µM*	1.7µM*	0.47µM*	0%
Cn1c(=O)[nH]c(=O)c2c1nc(SCCC(=O)O)n2Cc1cccc(Br)c1	-28%	0%	-1%	-17%	5%	-3%
CC1CN(C/C(=N\O)C23CC4CC(CC(C4)C2)C3)CC(C)O1 (stereo unspecified)	2%	2%	12%	-3%	-26%	-8%
CC1(C)C/C(=N\O)C(C(O)c2cccc([N+](=O)[O-])c2)C(C)(C)N1 (stereo unspecified)	-3%	6%	16%	-18%	?	-2%
Cc1ccc(NC2=NCC(Cc3ccc(Br)cc3)S2)cc1 (stereo unspecified)	1%	7%	?	?	20%	0%
O=C(O)c1ccc2c(c1)C(=O)N([C@H](Cc1ccccc1)C(=O)O)C2=O	·	·	·	6%	13%	2%
COc1ccc(N2CSC3=C(C#N)C(c4ccc(OC)c(OC)c4)CC(=O)N3C2)c(OC)c1 (stereo unspecified)	7.9µM*	0%	-13%	·	20%	7.9µM*
O=C(Cc1ccc(Cl)cc1)NCCCn1ccnc1	-11%	2%	3%	?	?	-12%
CCOC(=O)N1CCC(NC(=O)c2ccc3c(c2)N(C)CCS3)CC1	?	16%	7%	12µM*	?	-25%
